# Bioassay records (PubChem)
# Vif inh: inhibitors of HIV Vif | HEK293T cells, Vif self-association by quenched fluorescence, imaging, 24 h | inhibition, % at 7.49 µM | hit rate 0.35% among 340,000 | AID 602346; in the data active = inhibition above about 50%, passing the limit was not always enough; also: some results filed as inactive read as strong as hits
# iPSC survival up: hiPSC single-cell survival enhancement | AID 602274 | survival enhancement, % at 20 µM | ATPlite luminescence; 100% = ROCK inhibitor wells, 0% = DMSO | hit rate 0.044% among 360,000; in the data active = survival enhancement above about 18%;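 also: cells exposed to compounds for 16 hours before the ATP read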
# HIF-2a block: blocks HIF-2a reporter activity | 786-0 RCC cells HIF-2a reporter, luciferase luminescence, overnight | hit rate 0.72% among 360,000 | inhibition, % at 18.8 µM;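 active = inhibition of the luminescence signal of 40% or more relative to plate controls, in a single-dose primary screen at 18.75 µM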
# NR2E3 ag-1: agonists of human NR2E3 nuclear receptor. CHO-S Gal4-NCOR/VP16-NR2E3 two-hybrid, luciferase. AID 602229. hit rate 0.35% among 360,000. inhibition of corepressor binding, % at 3.98 µM;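 active = inhibition above the mean of all tested compounds plus 3 SD, cut at about 70% in these data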;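 also: 0% = DMSO with NR2E3 transfected cells and 100% = cells lacking NR2E3 construct; higher means lower luciferase signal from less NR2E3 corepressor binding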
# Target sequence (Q9Y5X4 whole entry, looked up, the tested form may be a part): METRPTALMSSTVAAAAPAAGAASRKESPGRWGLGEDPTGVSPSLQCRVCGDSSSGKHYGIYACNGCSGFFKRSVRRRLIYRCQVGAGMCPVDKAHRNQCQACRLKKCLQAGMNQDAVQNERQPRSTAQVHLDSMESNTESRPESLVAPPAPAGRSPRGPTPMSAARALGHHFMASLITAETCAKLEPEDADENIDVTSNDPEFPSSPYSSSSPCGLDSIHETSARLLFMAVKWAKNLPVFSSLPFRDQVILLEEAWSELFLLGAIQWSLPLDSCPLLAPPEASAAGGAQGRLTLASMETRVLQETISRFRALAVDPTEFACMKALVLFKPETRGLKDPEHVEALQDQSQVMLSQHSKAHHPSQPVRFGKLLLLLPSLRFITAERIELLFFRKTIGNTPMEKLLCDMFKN
# Peg3 promoter: inhibitors of Peg3 promoter | AID 588405 | HeLa PEG-Prom luciferase reporter, luminescence, overnight | hit rate 1.7% among 360,000 | inhibition, % at 20 µM;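 active = inhibition of at least 50% at 20 µM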
# PDI turbidity: PDI (human) enzyme inhibition | P07237 | PDI insulin aggregation turbidity, A650, 90 min | inhibition, % at 10 µM | hit rate 0.052% among 350,000 | AID 588391;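 active = mean inhibition across replicates of 30% or more, whatever share of single replicates reach that level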;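 also: absorbance from insulin aggregation driven by PDI reduction with DTT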
# Target sequence (P07237 whole entry, looked up): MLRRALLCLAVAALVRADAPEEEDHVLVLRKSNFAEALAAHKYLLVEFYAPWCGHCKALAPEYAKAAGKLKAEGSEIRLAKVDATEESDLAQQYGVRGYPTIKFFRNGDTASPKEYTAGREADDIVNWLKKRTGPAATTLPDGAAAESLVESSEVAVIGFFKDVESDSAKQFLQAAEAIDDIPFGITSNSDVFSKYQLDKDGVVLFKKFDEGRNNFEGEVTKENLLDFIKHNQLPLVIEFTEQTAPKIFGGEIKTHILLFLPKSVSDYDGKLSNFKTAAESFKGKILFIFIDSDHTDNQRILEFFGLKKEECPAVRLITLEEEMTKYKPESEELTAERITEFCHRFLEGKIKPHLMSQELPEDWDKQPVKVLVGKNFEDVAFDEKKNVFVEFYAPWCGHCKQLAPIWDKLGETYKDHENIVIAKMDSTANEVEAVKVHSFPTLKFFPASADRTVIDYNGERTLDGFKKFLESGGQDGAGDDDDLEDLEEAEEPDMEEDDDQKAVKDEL
# TRPM1 prom inh: reduces MITF-dependent TRPM1 promoter luciferase signal; SK-MEL-5 TRPM1 promoter luciferase, 24 h; inhibition, % at 12.5 µM; hit rate 0.83% among 330,000;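 active = mean inhibition across replicates of 60% or more, whatever share of single replicates reaches that level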; also: values of inactives mirror those of a sister screen read the other way
# Exocytosis inh: lytic granule exocytosis inhibition; TALL-104 LAMP-1 surface exposure, flow cytometry; cells stimulated with thapsigargin and PMA; inhibition, % at 10 µM; hit rate 0.66% among 360,000;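 active = inhibition above about 55%, limit read from the data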
# NR2E3 ag-2: NR2E3 (human) agonism. inhibition of corepressor binding, % at 4.78 µM. Q9Y5X4. AID 2300. hit rate 0.12% among 320,000. GST-NR2E3/biotin-RetCOR TR-FRET, 1536-well;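 active = percent inhibition above the cutoff of mean plus 3 SD of all tested compounds, set per screening campaign, cut at about 20% in these data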;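 also: 0% = DMSO wells and 100% = biotin wells as full block of FRET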
#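 system = GST-tagged NR2E3 plus biotinylated RetCOR corepressor | input = 1.35 nM GST-NR2E3 | also added = 7 nM biotin-RetCOR | schedule = 5 h incubation at 4 °C | measured by = TR-FRET with europium anti-GST and streptavidin-D2, 340 nm excitation | read-out = percent loss of FRET ratio relative to control wells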
# CaV13 ICDI inh: Primary screen for inhibitors of IQ motif and Ca2+-dependent inactivation inhibitor domain binding in CACNA1D, Förster resonance energy transfer in living cells, … | HEK cells, CFP/YFP FRET ICDI-IQ, plate reader, 10 min; percent FRET-ratio fall versus neutral wells | inhibition, % at 12.3 µM | hit rate 0.098% among 340,000;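 active = mean replicate inhibition of at least 30% and at least 1% of replicates passing that level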;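 also: 0% = median of the neutral control wells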
# aDG glyco act: increases alpha dystroglycan glycosylation; hit rate 0.22% among 360,000; Pro5-aDG cells, alpha-DG glycosylation AlphaScreen (IIH6); 0% Pro5, 100% B10-LARGE cell signal; AID 624168; activation, % at 10 µM;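 active = activation of at least 8% versus controls, or a plate z-score of at least 8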;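 also: Pro5 are CHO cells carrying HIG-tagged alpha-DG that lacks glycosylation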
# * hit, by the source's call; · = not tested or not shown. No enrichment for hits (roughly 3.5% active in at least one column).
SMILES,Vif inh,iPSC survival up,HIF-2a block,NR2E3 ag-1,Peg3 promoter,PDI turbidity,TRPM1 prom inh,Exocytosis inh,NR2E3 ag-2,CaV13 ICDI inh,aDG glyco act
Cc1cc(CNC(=O)c2cc(COc3c(F)cccc3F)on2)nn1C,4,-1.3,-8,-6,-12,4,2,2,-3,-1,-0.1
COc1cc(NC(=O)C2(C)CCCN2C(=O)C(C)C)cc(OC)c1OC (stereo not given),5,1.6,12,-10,9,1,·,3,·,-10,0.2
C[C@H]1CN([C@@H](C)CO)C(=O)CCCn2nncc2CO[C@H]1CN(C)S(C)(=O)=O,-18,-1.6,1,-9,-3,11,·,-2,·,-10,-0.4
Cc1ccccc1C(=O)Nc1ccccc1N1CCCCC1,-2,-2.5,14,-6,11,1,7,-2,-1,-17,0.1
COC(C)(C)[C@H](O)COc1c2ccoc2cc2oc(=O)ccc12,29,2.9,7,10,7,6,-4,-2,3,-6,0.0
Cc1ccc(N)cc1NC(=O)CN1CCOCC1,5,1.1,7,-7,6,-1,17,-7,2,-3,-0.1
CC(=O)Nc1ccc(C(=O)NCCN2CCOCC2)cc1,10,-0.2,15,8,0,0,7,4,-1,-4,-0.2
C=CCN1C(=O)C(Cc2ccc(SC(F)F)cc2)SC1=Nc1ccc(C(=O)O)cc1 (stereo not given),12,-0.3,17,21,-2,1,11,2,0,-6,-0.4
O=C(CSc1ncn[nH]1)NCCOc1ccccc1,0,6.8,-5,-18,5,2,7,-2,3,-5,0.4
Cc1ccc(C(C)(O)CS(=O)(=O)Cc2ccccc2Cl)cc1 (stereo not given),-4,0.0,2,-3,14,0,-6,2,8,-9,0.1
CCc1cc(=O)oc2c3c(cc(OCC(=O)NCCCn4ccnc4)c12)OC(C)(C)CC3,-5,-1.2,5,-8,-5,·,5,2,2,·,0.1
COc1ccccc1C(=O)N(NC(=O)Oc1ccccc1)C(C)(C)C,4,-0.9,8,-1,4,-15,1,-2,6,-2,-0.2
COc1ccc(NC(=O)C(NC(=O)CC2NC(=O)NC2=O)c2ccccc2)cc1 (stereo not given),-4,1.2,2,3,-85,-2,-6,-2,-1,-5,0.3
CN(C)CCN(C(=O)c1ccc(S(=O)(=O)N(C)c2ccccc2)cc1)c1nc2cc3c(cc2s1)OCCO3,0,-0.5,-159,-20,-133,0,-46,-1,-2,3,-0.1
COc1ccc(OCCOC(=O)c2ccc(-n3cnnn3)cc2)cc1,1,8.6,11,4,6,0,-6,0,-1,-5,0.5
O=C1c2ccccc2C(=O)N1OCCOCCOCCBr,2,7.6,14,-16,-9,-5,4,-4,4,-8,-0.2
C(=C\c1ccccc1)/CN1CCN(C(CCc2ccccc2)c2nnnn2-c2ccc3c(c2)OCCO3)CC1 (stereo not given),·,-1.6,-7,-21,12,·,·,6,·,-5,-0.2
Cc1ccccc1Oc1cc(-n2ncc(Cl)c(Cl)c2=O)ncn1,18,-1.9,98*,49,105*,0,94*,14,-16,-4,-0.6
CC(C)CN1C(=O)CC(Sc2ccccc2C(=O)O)C1=O (stereo not given),12,-0.7,1,-6,4,1,7,0,2,-5,0.4
COc1ccc(/C=N/NC(=O)c2ccc(Cn3cc([N+](=O)[O-])cn3)o2)c(OC)c1C,1,0.0,5,-25,16,-1,-3,0,-5,-1,-0.1
O=C(COc1ccc(S(=O)(=O)N2CCOCC2)cc1)NCCN1CCOCC1,8,-0.6,-2,-29,1,-10,-14,0,4,-3,0.0
O=C(c1ccc(OC2CCN(Cc3ccc(F)cc3)CC2)cc1)N1CCCC1,13,0.1,5,9,11,-3,3,-1,1,-6,0.3
Cc1nn(C)c(C)c1CN(C(=O)CCc1nnc(Cc2c[nH]c3ccccc23)o1)C(C)C,5,-0.5,-10,20,-26,-1,-5,-2,1,-2,-0.3
CCOc1ccc(S(=O)(=O)N2CCOCC2)cc1NC(=O)CN1C(=O)NC(C)(c2ccccc2)C1=O (stereo not given),-5,-0.3,28,-25,3,9,10,-6,-3,-2,0.0
O=C(Oc1ccccc1)c1ccccc1,-4,-0.3,-4,-14,0,2,-10,1,·,-6,-0.1
Cc1cccc(NC(=S)N/N=C(\c2ccccc2)C(C)C)c1,-3,-3.5,-112,65,-85,3,-10,3,4,-6,-0.2
Cc1ccc(/C=N/NC(=O)c2ccc(NC(=O)c3ccc(Cl)cc3)cc2)o1,27,-0.7,-6,-4,-19,10,-19,0,-3,-3,-0.1
C=CCNC(=O)COc1coc(CN2CCN(Cc3ccccc3)CC2)cc1=O,8,-0.5,6,-7,18,7,4,-6,-1,-15,0.1
O=C(O)c1ccc(CSc2nc3ccccc3o2)cc1,1,-0.4,-5,-26,-2,5,-2,4,0,-4,0.0
COC(=O)c1cc(C(=O)c2cc(F)ccc2O)cn2c(=O)c3c(C)c(C)sc3nc12,-5,0.5,4,-44,34,2,7,-2,0,-17,0.4
COc1ccc(Nc2nnc(SC(C(=O)Nc3ccc(OC)c(Cl)c3)c3ccccc3)s2)cc1 (stereo not given),-8,1.7,-25,1,7,0,-22,-2,1,-5,0.3
O=C(COC(=O)/C=C/c1cccc(Cl)c1)NC1CC1,3,0.2,0,7,-1,0,4,-2,-1,-13,-0.1
CCOc1ccc(CCNC(=O)CSCc2ccc(C)cc2)cc1OCC,0,-1.4,20,9,-6,1,-5,17,1,-13,-0.1
CCOc1ccc(NC(=O)NCCN2CCN(c3cccc(C)c3C)CC2)cc1,-12,2.8,7,-7,17,4,8,-5,-1,-5,1.8
CCn1c(=O)cc(OCC(=O)NCC2CCCO2)c2ccccc21 (stereo not given),5,4.6,14,3,-4,12,1,-2,1,-3,-0.1
Cc1csc(C2=C(O)CN(c3ccc4c(c3)OCCOCCOCCOCCO4)C2=N)n1,7,-1.6,12,4,9,-6,9,-5,·,-5,0.3
CC(=O)c1cc2c(=O)c3cc(C)ccc3oc2nc1C,·,1.5,-205,-36,-263,4,-54,0,1,·,0.0
O=C(N/N=C\c1ccc(OC(=O)c2ccco2)cc1)c1ccc(Cl)cc1,-7,-0.1,-23,-2,-38,3,-18,-2,2,7,0.2
COc1ccc(OC)c(S(N)(=O)=O)c1,13,-1.7,-4,2,18,5,4,0,0,-9,-0.6
COc1ccc(C(NC(=O)C(C)C)c2c(O)ccc3ccccc23)cc1 (stereo not given),1,0.4,23,-58,34,-2,16,2,0,6,0.2
CCN(CC)S(=O)(=O)c1ccc(NC(=O)c2cnccn2)cc1,-1,-0.2,8,-23,6,-4,-12,-2,2,-5,-0.1
FC(F)(F)c1cnc(C(c2ccccn2)c2ncn[nH]2)c(Cl)c1 (stereo not given),-4,0.3,16,-37,18,-2,15,-2,-1,-4,0.4
COc1ccc(-c2ccc(NS(=O)(=O)c3cccc([N+](=O)[O-])c3)cc2)nn1,-24,0.8,14,-2,-8,0,-3,-4,2,-2,0.3
COc1ccc(OC)c(C(=O)c2ccccc2)c1,-2,1.2,12,-17,9,-3,-7,-2,4,-9,0.0
Cc1c(NC(=O)CCSc2ccc(Cl)cc2)c(=O)n(-c2ccccc2)n1C,-1,2.5,16,5,18,-4,2,-1,0,-2,-0.1
CCc1ccc(C(C)NC(=O)C2(C)CC2(Br)Br)cc1 (stereo not given),-7,0.8,8,-18,18,-3,-6,-1,-2,2,0.4
CCSc1nc2ccccc2c(=O)n1C1CCOC(C)(C)C1 (stereo not given),7,3.9,9,-3,15,3,2,1,2,-5,-0.1
CNC(=O)C1CN(C(=O)c2cccc(S(=O)(=O)N3CCc4ccccc43)c2)c2ccccc2O1 (stereo not given),1,-1.0,17,19,8,3,·,0,·,-12,-0.2
Cc1ccc(NC(=O)CN2C(=O)NC3(CCCC3)C2=O)nc1,0,-0.6,9,1,-8,-16,6,-3,-2,-1,0.1
CC1(C(=O)NCc2cccc3ccccc23)CCN1Cc1ccccc1OC(F)F (stereo not given),-9,-0.7,-20,-24,-15,5,·,2,·,-5,0.1
CCOC(=O)c1c(C)nc2ccc(Cl)cc2c1-c1ccccc1,-3,-1.6,17,-22,25,-7,1,-7,-2,-5,0.1
CCCc1nnc(NC(=O)CSc2nc3ccccc3[nH]2)s1,0,-2.3,-17,17,-11,11,-2,-2,6,-4,-0.1
COC(=O)c1ccc(C(=O)OC)c(NC(=O)CN(c2ccc3c(c2)OCO3)S(C)(=O)=O)c1,·,0.2,-1,1,7,0,-5,-3,2,-6,0.0
Cc1nc2cc(NC(=O)Nc3ccc(N4CCOCC4)cc3)ccc2n1C,13,-0.8,3,-15,-8,6,-10,0,-3,·,-0.1
Cc1cc(Br)ccc1NC(=O)CNC(=O)Cc1ccc(S(=O)(=O)N2CCOCC2)s1,3,0.1,-3,-14,4,-7,3,5,4,-6,0.1
CCCC(=O)N1CCN(c2nc3ccccc3s2)CC1,-4,0.1,-140,-122,-255,4,-94,-2,2,-15,0.1
CCOC(=O)C(Cc1ccccc1)NC(=O)CNC(C)=O (stereo not given),-16,0.0,6,-14,12,1,5,-6,-4,-3,-0.1
COc1cccc(C(=O)N2N=C(c3ccccn3)CC2(O)C(F)(F)F)c1 (stereo not given),-3,-0.6,-16,-6,-22,9,-10,5,2,-5,0.4
CCOC(=O)c1cc(-c2ccccc2)nn1CC1CC(c2cccc([N+](=O)[O-])c2)=NO1 (stereo not given),1,3.5,28,17,6,6,3,-2,-2,-10,-0.2
COCCCNC(=O)Cn1nc(-c2cccc(OC)c2)ccc1=O,2,0.8,15,11,15,0,11,3,-1,-5,-0.1
CCN(C(C)=O)c1nc(CSc2nnc(NC(C)C)s2)cs1,2,0.8,15,-4,18,2,2,-3,0,-5,-0.3
Cc1occc1C(=O)N(C)CC1CCCN(CCc2ccccc2F)C1 (stereo not given),7,-0.3,-3,11,-7,-6,-2,1,3,-2,-0.3
